# Screening results (PubChem BioAssay)
# APJ ag = agonists of human APJ apelin receptor; CHO-K1 APJ PathHunter beta-arrestin, luminescence; 0% DMSO wells, 100% apelin; P35414; AID 2520; activation, % at 20 µM; 0.11% of 330,000 active;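 active means activation more than six SD over the plate average, tested at 20 µM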;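 further: 0% = DMSO alone and 100% = apelin-13 at 10 nM; some results filed as inactive read as strong as hits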
# Target sequence (P35414 whole entry, looked up): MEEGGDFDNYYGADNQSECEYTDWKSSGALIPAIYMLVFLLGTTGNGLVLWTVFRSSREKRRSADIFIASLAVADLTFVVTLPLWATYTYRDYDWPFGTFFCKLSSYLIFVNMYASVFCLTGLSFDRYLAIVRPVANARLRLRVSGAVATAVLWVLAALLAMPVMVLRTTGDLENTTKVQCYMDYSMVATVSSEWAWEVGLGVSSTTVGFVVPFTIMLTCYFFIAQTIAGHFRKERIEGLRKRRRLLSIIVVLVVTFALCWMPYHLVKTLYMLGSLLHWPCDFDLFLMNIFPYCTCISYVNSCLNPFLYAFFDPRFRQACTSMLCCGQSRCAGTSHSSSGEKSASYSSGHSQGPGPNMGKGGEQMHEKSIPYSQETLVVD
#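 Assay system: engineered CHO-K1 APJ arrestin reporter cells; Amount: 1000 CHO-K1 reporter cells seeded per well; Dosing: one dose, 20 µM compound, 1% DMSO; Times: compound stimulation 90 min at 25 °C, detection 60 min; Measured by: luminescent beta-gal fragment complementation, chemiluminescent substrate; Read-out: APJ–arrestin association signal; Controls: DMSO vs Apelin-13 10 nM.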
# XBP1 UPR activ = adaptive UPR (XBP1) activation | CHO-XBP1 luciferase reporter, IRE1-XBP1 UPR activation, luminescence; percent of tunicamycin response, DMSO as zero | activation, % at 20 µM | 0.33% of 330,000 active;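 active means versus positive control, 20 µM dose yields 30% or more activation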;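 further: 100% = tunicamycin at 10 µg/mL and 0% = DMSO only wells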
#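 Assay system: CHO-XBP1 luciferase reporter cells; Schedule: 6 h treatment, 37 °C; Detection: glow luminescence from Steady-Glo reagent; Benchmarks: high control tunicamycin 10 µg/mL final, low control DMSO vehicle only.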
# NR3A LBD binder = modulates the human NR3A ligand-binding domain; 2.5% of 340,000 active; Tm shift relative to glycine control, % at 25 µM; NR3A LBD differential scanning fluorimetry, Tm shift; 0% = protein alone, 100% = glycine-bound protein;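 active means melting temperature shift of at least 10% of the positive control shift, at one fixed dose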
# Mdm2-MdmX inh = human Mdm2/MdmX binding inhibition | O15151+Q00987 | SaOS-2 split-luciferase Mdm2/MdmX complementation, luminescence | inhibition, % at 8 µM | 3% of 330,000 active | AID 485346;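 active means inhibition of at least 50% at 8 µM in the primary screen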
# CHOP UPR activ = apoptotic UPR (CHOP) activation. CHO-CHOP luciferase reporter, luminescence; percent of tunicamycin response over DMSO baseline. activation, % at 10 µM. 0.34% of 330,000 active. AID 449763;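 active means at 10 µM dose, activation of 40% or more, normalized to positive control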;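 further: 100% = tunicamycin at 10 µg/mL and 0% = DMSO alone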
#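 Material: CHO-CHOP cells, stable luciferase reporter of PERK-eIF2a-CHOP signalling; quantity: 500 reporter cells seeded per well; buffer or medium: F12 medium containing 10% fetal bovine serum; compound: one dose, 10 µM in 0.5% DMSO; incubation: 6 h compound treatment, 37 °C; measured by: Steady-Glo luciferase luminescence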
# TIM10 inh = TIM10 yeast growth inhibition; S. cerevisiae TIM10 strain growth, BacTiter-Glo luminescence, 24 h; inhibition, % at 10 µM; 1.4% of 330,000 active; AID 463195;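 active means inhibition of 40% or more at the single tested concentration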;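 further: wild-type TIM10 isogenic control strain grown at permissive 25 °C; 0% = DMSO yeast wells and 100% = minimal medium wells without yeast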
# tim10-1 inh = tim10-1 yeast growth inhibition. S. cerevisiae tim10-1 ts strain growth, BacTiter-Glo, 24 h. inhibition, % at 20 µM. 2.2% of 330,000 active;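 active means inhibition of at least 40%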;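 further: mutant grown at 25 °C; 0% = DMSO wells with yeast and 100% = wells holding no yeast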
# tim23-1 inh = inhibits growth of tim23-1 mutant yeast. S. cerevisiae tim23-1 growth, BacTiter-Glo luminescence, 24 h. 1.3% of 330,000 active. inhibition, % at 20 µM. AID 463212;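 active means growth inhibition of the mutant yeast at or above 50%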;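 further: temperature-sensitive mutant grown at 25 °C; plate controls were DMSO-treated mutant yeast for no effect and medium wells lacking yeast for full effect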
# NALP3 yeast inh = blocks the NALP3 inflammasome reconstituted in yeast. 0.39% of 330,000 active. Yeast reconstituted NLRP3/ASC/caspase-1, beta-gal luminescence, 24 h. inhibition, % at 10 µM;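 active means inhibition of 50% or more; inactive means inhibition below 50%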;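 further: plate controls were induced DMSO wells for no effect and uninduced yeast grown without galactose for full effect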
# Active calls of the source: *.
# Letter code: A = APJ ag; B = XBP1 UPR activ; C = NR3A LBD binder; D = Mdm2-MdmX inh; E = CHOP UPR activ; F = TIM10 inh; G = tim10-1 inh; H = tim23-1 inh; I = NALP3 yeast inh
CCC(Sc1n[nH]c(=O)[nH]c1=O)C(=O)OCc1ccccc1 (stereo unspecified)
  A: 0; B: -1; C: 0; D: 20; E: -0.4; F: -5; G: 4; H: -11; I: 8

COc1cc(OC)c(C(=O)NCC2CCCO2)cc1OC (stereo unspecified)
  A: 1; B: 1; C: -1; D: 9; E: 0.6; F: -31; G: 6; H: -8; I: 5

O=C(OCn1nnc2ccccc2c1=O)c1cccc(S(=O)(=O)N2CCOCC2)c1
  A: -3; B: -1; C: 1; D: -33; E: 0.8; F: 3; G: 0; H: 13; I: 22

COC(=O)c1c(NC(=O)Nc2ccc(Cl)cc2)sc(C)c1C
  A: 3; B: 3; C: -10; D: 19; E: 0.2; F: 12; G: -11; H: -8; I: 7

O=C1CN(C(=O)c2c(F)cccc2F)C(c2ccccc2)c2cc(Br)ccc2N1 (stereo unspecified)
  A: 0; B: -2; C: -1; D: -28; E: 0.4; F: 22; G: 20; H: 25; I: 12

CCOCc1cnc(C)nc1NCC(=O)c1c(C)[nH]c2ccc(OC)cc12
  A: 1; B: -4; C: 1; D: 11; E: -0.8; F: 5; G: -7; H: -8; I: 17

CCOC(=O)C1CCN(C(=O)c2ccc(NC(=O)C3CCCO3)cc2)CC1 (stereo unspecified)
  A: -3; B: 2; C: 0; D: 17; E: 0.7; F: -3; G: 11; H: 10; I: -2

Cc1ccc(NC(=O)N[C@H](C(=O)O)C(C)C)c(C)c1
  A: -2; B: 1; C: 4; D: 26; E: 0.0; F: 0; G: 8; H: 3; I: 9

Cc1ccc2[nH]cc(CCNC(=O)c3cccnc3)c2c1
  A: -4; B: -4; C: -44; D: 26; E: -2.0; F: -4; G: 12; H: 12; I: 0

N=c1c(C(=O)NC2CCCC2)cc2c(=O)n3ccccc3nc2n1C1CCCC1
  A: -5; B: 1; C: 0; D: 12; E: 2.8; F: -7; G: 18; H: 13; I: 9

O=S(=O)(NCc1cccs1)c1ccc(Br)cc1
  A: -4; B: -5; C: 5; D: 0; E: 1.1; F: 18; G: 35; H: 40; I: -1

COc1ccc(NC(=O)CS(=O)CC(=O)Nc2ccc(F)cc2F)cc1 (stereo unspecified)
  A: -4; B: -3; C: -1; D: -13; E: 0.5; F: -5; G: -3; H: 12; I: 28

Cc1cc(C)n(/N=C/c2cc(Cl)cc(Cl)c2O)c(=O)c1
  A: -2; B: 3; C: 1; D: 0; E: 0.7; F: 25; G: 48*; H: 61*; I: 5

CCCCCN(C(=O)NC(=O)Nc1cccc(C)c1C)S(C)(=O)=O
  A: -2; B: 0; C: -6; D: 31; E: -0.4; F: 6; G: 18; H: 11; I: 14

Clc1ccccc1-c1nnc(-c2ccc3c(c2)OCO3)o1
  A: -3; B: 5; C: -2; D: -214; E: 0.4; F: 2; G: 0; H: 22; I: 34

CSc1nc2ccc(NC(=O)c3nn(C(C)C)c(=O)c4ccccc34)cc2s1
  A: -2; B: 5; C: -6; D: 5; E: 4.6; F: 24; G: 23; H: 5; I: 2

NNC(=O)C1c2ccccc2Oc2ccccc21
  A: 0; B: 1; C: 0; D: 8; E: 1.0; F: -16; G: 3; H: 21; I: 11

COc1ccc2oc(C(=O)Nc3ccccc3N3CCOCC3)c(C)c2c1
  A: -2; B: 4; C: 3; D: 42; E: 0.9; F: 8; G: 16; H: 9; I: 18

Cc1ccc(C(c2nnnn2C2CCCCC2)N(C)C2CCCCC2)cc1 (stereo unspecified)
  A: -8; B: -6; C: -14; D: 10; E: -1.4; F: 13; G: 36; H: 38; I: 10

COC(=O)C1C2C=CC3(CN(c4cccc(Cl)c4)C(=O)C13)O2 (stereo unspecified)
  A: -1; B: -1; C: -1; D: -27; E: 0.4; F: 4; G: 14; H: 15; I: 2

S=C(NCC1CCCO1)NC1CC1 (stereo unspecified)
  A: -1; B: -2; C: 1; D: -18; E: 1.2; F: 7; G: 9; H: 14; I: 24

CCc1ccc(CN(C)Cc2nc(Cc3ccc(OC)c(OC)c3)no2)nc1
  A: -4; B: 0; C: -1; D: 20; E: -2.1; F: 4; G: 15; H: 3; I: -1

COc1ccc(NC(=O)CN2C(=O)C(C)Oc3ccccc32)c(OC)c1 (stereo unspecified)
  A: -2; B: -1; C: 1; D: -1; E: -1.6; F: -5; G: 11; H: 3; I: -2

CC(C)CC1NC(=O)N(Cc2cc(=O)n3ccsc3n2)C1=O (stereo unspecified)
  A: -3; B: -2; C: 1; D: 3; E: -1.7; F: -5; G: -7; H: 0; I: -2

CCNc1nc(NC(C)(C)C)nc(N(C#N)CC)n1
  A: -1; B: 1; C: -1; D: 25; E: 0.0; F: 0; G: 19; H: 26; I: -8

# Next section
# Letter code: A = APJ ag; B = XBP1 UPR activ; C = NR3A LBD binder; D = Mdm2-MdmX inh; E = CHOP UPR activ; F = TIM10 inh; G = tim10-1 inh; H = tim23-1 inh; I = NALP3 yeast inh
Cc1cc(C)n(C(=O)CCCn2cc([N+](=O)[O-])cn2)n1
  A: -1; B: 1; C: -1; D: 2; E: 0.6; F: -22; G: 12; H: 2; I: -11

CCN(CC)S(=O)(=O)c1cc(C)c(C)cc1OCC(=O)NC1CCCC1
  A: -4; B: -1; C: -1; D: -1; E: 0.8; F: -15; G: 16; H: 37; I: 26

O=C(CSc1nnc(Cn2nnc3ccccc32)o1)Nc1ccc(Cl)cc1
  A: 1; B: -1; C: 3; D: -26; E: -0.4; F: -15; G: 3; H: 0; I: -12

CCOc1ccc(N=Nc2c(C)noc2C)cc1
  A: -2; B: 1; C: 0; D: -23; E: 2.6; F: -13; G: -6; H: -2; I: 31

O=C(CCc1nc2ccccc2[nH]c1=O)OCc1ccc(S(=O)(=O)N2CCOCC2)cc1
  A: 0; B: 0; C: -2; D: -1; E: -0.7; F: 5; G: 1; H: 9; I: 6

Cc1ccccc1C(=O)Nc1ccc(O)c2c(=O)cc(-c3ccccc3Cl)oc12
  A: 0; B: -1; C: 2; D: 5; E: 1.7; F: -2; G: -1; H: -16; I: 17

Cc1ccc(CC2CC(=O)N(c3nc4ccccc4s3)C2=O)cc1 (stereo unspecified)
  A: -3; B: 1; C: 1; D: 4; E: -3.9; F: 21; G: 6; H: 49; I: 16

CCOC(=O)c1cc2sccc2n1CC(=O)N1CCCC1
  A: -3; B: -4; C: -1; D: -1; E: -0.6; F: 10; G: 12; H: 14; I: 0

CC(=O)Nc1cc(C(N)=O)c(Cl)cc1Cl
  A: -3; B: -2; C: 1; D: 2; E: -0.4; F: -1; G: 6; H: -5; I: 11

NS(=O)(=O)c1ccc(NC(=O)CN2CCCc3ccccc32)cc1
  A: -2; B: -3; C: -4; D: 7; E: 2.5; F: 13; G: 4; H: 11; I: 2

COc1cccc(-c2csc(NC3OC(=O)c4c3ccc(OC)c4OC)n2)c1 (stereo unspecified)
  A: -1; B: 1; C: -3; D: 12; E: 3.0; F: 11; G: -4; H: -6; I: 4

Cc1cc(C)nc(-n2nc(C)c(Oc3ccccc3O)c2C)n1
  A: -1; B: 2; C: 1; D: 18; E: 1.5; F: -7; G: -15; H: -18; I: -2

C=CCNC(=O)N1CCC(n2nccc2NC(=O)CCCc2ccccc2)CC1
  A: -1; B: -3; C: -1; D: 12; E: -0.7; F: 7; G: -14; H: -12; I: -1

COC(=O)Nc1ccc(S(=O)(=O)Nc2cc(C(F)(F)F)c[nH]c2=O)cc1
  A: -2; B: -3; C: -4; D: -8; E: -0.6; F: 3; G: 8; H: 13; I: 1

COc1ccc(C(=O)N2CCCC(CCC(=O)NCc3ccc(F)c(F)c3)C2)cc1F (stereo unspecified)
  A: 0; B: 3; C: -3; D: -16; E: 1.7; F: 3; G: 3; H: -1; I: 13

COc1ccc(-n2ncc3c(N4CCN(Cc5ccccc5)CC4)ncnc32)cc1
  A: 4; B: 4; C: -3; D: 85*; E: 3.6; F: 30; G: 46*; H: 26; I: 10

C=CCn1c(C)cc(C(=O)COC(=O)/C=C/c2ccc(OC)cc2)c1C
  A: -2; B: -2; C: -3; D: 6; E: -0.4; F: 9; G: 19; H: 20; I: 15

Cc1c(NC(=O)C(C)C)cccc1-c1nc2ncccc2o1
  A: -2; B: -2; C: -4; D: 11; E: 1.3; F: -8; G: 9; H: 8; I: 15

CCNC(=O)NC1(C(=O)Nc2ccc3c(c2)CCC3)CCCCC1
  A: -6; B: -4; C: 2; D: 7; E: 1.3; F: 7; G: 5; H: 4; I: 7

Cc1ccc(-n2cc(CNCCCn3ccnc3C)c(-c3ccc(F)cc3)n2)cc1
  A: -7; B: 2; C: -3; D: 73*; E: 0.8; F: -27; G: -18; H: -2; I: 9

COc1ccc(Nc2nc3ccccc3c(=O)s2)c(OC)c1
  A: -4; B: -2; C: 0; D: 18; E: -0.6; F: 5; G: 7; H: 14; I: 23

O=C(CCNC(=O)OCc1ccccc1)NC1CCCCCC1
  A: -5; B: -2; C: -2; D: 11; E: 0.4; F: 19; G: 10; H: 5; I: 22

O=S1c2ccccc2Nc2ccccc21
  A: 2; B: -2; C: 1; D: 9; E: -1.5; F: -1; G: 2; H: -4; I: 21

N#CC(Nc1ccccc1)c1ccccc1OCc1ccccc1 (stereo unspecified)
  A: -3; B: 0; C: -17; D: 14; E: 0.8; F: 42*; G: 18; H: 32; I: 17

CNC(=O)CC1C(=O)N(Cc2ccccc2)C(=S)N1NC(=O)c1cccc(F)c1 (stereo unspecified)
  A: 1; B: 0; C: 14*; D: 8; E: 2.0; F: 2; G: 12; H: -4; I: 5

# The listing continues.
# Letter code: A = APJ ag; B = XBP1 UPR activ; C = NR3A LBD binder; D = Mdm2-MdmX inh; E = CHOP UPR activ; F = TIM10 inh; G = tim10-1 inh; H = tim23-1 inh; I = NALP3 yeast inh
O=[N+]([O-])c1ccc2c(c1)nc1n2CCN(C2CCCCC2)C1
  A: -1; B: 0; C: 1; D: -17; E: 5.2; F: 6; G: 20; H: 22; I: 7

COC(=O)c1c(N2C(=O)[C@H]3[C@@H](C2=O)[C@]2(C(=O)Nc4c(C)cc(C)cc42)N2CCC[C@@H]32)sc(C)c1C
  A: -2; B: -3; C: -4; D: -6; E: -0.7; F: 9; G: 20; H: 32; I: 6

C=CC[C@@H](Cc1ccc(F)cc1)C(=O)OC[C@@H]1CCCN1C(=O)[C@@H](CC=C)CC(=O)NCCO
  A: -4; B: -1; C: -1; D: -15; E: -0.7; F: 3; G: -3; H: 8; I: 17

CC1(C)CC(=O)c2sc(NS(=O)(=O)c3ccc(F)cc3)nc2C1
  A: -2; B: -3; C: 3; D: -9; E: 0.1; F: 5; G: -5; H: -8; I: 17

O=C(CN(C(=O)CCC(=O)Nc1nccs1)c1ccc(F)cc1)NCC1CCCO1 (stereo unspecified)
  A: 0; B: -4; C: -4; D: 1; E: -3.3; F: -2; G: 4; H: 17; I: -6
